PNC assembly inh: perinucleolar compartment assembly inhibition; AID 2417; 140,000 tested, 3.1% active; activity change (PNC), negative = inhibition, % at 10 µM; PC3M PTB-GFP, PNC prevalence imaging, 16 h; stronger effect = lower value;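 active means readout at or below -70, meaning at least 70% loss of cells showing the perinucleolar compartment, a nuclear body marking cancer cells; inconclusive means readout between -30 and a set limit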;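 further: plate controls were DMSO wells for no effect and camptothecin positive control wells for full effect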
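PC3M cells stably expressing PTB-GFP, 750–1000 cells/well, treated 16 h at 37 °C with compound (23 nl of library stock), in duplicate. After paraformaldehyde fixation and Hoechst stain, imaged at 20x; PNC prevalence scored by image analysis.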
15-hLO-2 inh: 15-hLO-2 (ALOX15B) enzyme inhibition; O15296; Potency, µM (highest dose often 57.1 µM), for the others: top-dose activity change, negative = inhibition, usual class: inhibitors; purified 15hLO-2, xylenol orange hydroperoxide absorbance; 110,000 tested, 0.56% active; further: potency means the concentration at half of the fitted maximal effect; nearly all actives have a fitted effect of over 60% in size; many of its hits are not listed in these tables
Target sequence (O15296 whole entry, looked up): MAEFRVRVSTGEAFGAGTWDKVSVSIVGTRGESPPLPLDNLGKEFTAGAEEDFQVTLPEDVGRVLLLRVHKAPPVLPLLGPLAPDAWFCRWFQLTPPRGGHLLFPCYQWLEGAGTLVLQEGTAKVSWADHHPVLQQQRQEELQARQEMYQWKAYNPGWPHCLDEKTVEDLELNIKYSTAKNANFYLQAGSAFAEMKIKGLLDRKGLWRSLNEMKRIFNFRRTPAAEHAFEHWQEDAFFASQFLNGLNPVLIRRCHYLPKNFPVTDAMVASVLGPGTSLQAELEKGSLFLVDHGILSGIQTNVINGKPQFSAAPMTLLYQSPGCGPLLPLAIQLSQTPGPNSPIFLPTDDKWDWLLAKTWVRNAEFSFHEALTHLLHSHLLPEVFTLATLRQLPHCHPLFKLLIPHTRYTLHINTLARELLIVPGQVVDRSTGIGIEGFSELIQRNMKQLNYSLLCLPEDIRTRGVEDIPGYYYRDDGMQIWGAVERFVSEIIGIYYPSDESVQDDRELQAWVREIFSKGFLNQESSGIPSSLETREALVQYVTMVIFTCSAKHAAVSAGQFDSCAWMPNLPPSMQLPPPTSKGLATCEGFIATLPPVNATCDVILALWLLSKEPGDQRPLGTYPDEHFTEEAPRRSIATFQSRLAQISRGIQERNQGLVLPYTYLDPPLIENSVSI
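Read-out: hydroperoxide product oxidises ferrous iron, measured as xylenol orange complex via the 573-to-405 nm absorbance ratio after 30 min. Reaction: 50 nM enzyme, 15 min compound preincubation, 45 uM arachidonic acid, 90 min RT, Hepes pH 7.5 with Triton X-100.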
IMPase inh: cell-permeable inhibitors of inositol monophosphatase (IMPase). CHO-M1 cells, IP1 accumulation, HTRF TR-FRET ratio. AID 901. 120,000 tested, under 10 active. inhibition (IP1 accumulation), % at 46.1 µM; active means well fitted curve in the direction sought with a large enough effect in the signal ratio, not every such curve was filed as active; inconclusive means small, poorly fitted or top-dose-only effect, or a change in a side signal; inactive means no such curve, though single readings can be large or run the other way; the % refers to the signal ratio;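 further: cells stimulated with carbachol in lithium chloride buffer; plate controls were DMSO basal wells for no effect and reference inhibitor wells for full effect; higher means more IMPase inhibition seen as more IP1 and lower FRET ratio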
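CHO-M1 cells (CHO stably expressing M1 receptor), compound up to 46 uM final, stimulated with carbachol (50 uM as added) in buffer with 50mM LiCl, pH 7.4, 30 min at 37C. Cytosolic IP1 read by TR-FRET; AC50 from Hill fits.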
12-hLO inh: inhibitors of human 12-lipoxygenase (ALOX12); 150,000 tested, 0.12% active; P18054; Potency, µM (highest dose often 57.1 µM), without a hit: at the highest dose activity change, negative = inhibition, actives largely listed as inhibitors; purified 12-hLO, xylenol orange hydroperoxide absorbance; further: potency means the concentration at half of the fitted maximal effect; nearly all actives have a fitted effect of over 55% in size; many of its hits are not listed in these tables
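150 nM 12hLO, 25 mM Hepes pH 7.0 + 0.01% Triton X-100; cpd preinc 15 min RT; 40 uM arachidonic acid, 30 min RT; Fe-XO 30 min; A573/A405 ratio as read-out.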
The depositor's hits bear a star; ? = inconclusive; nt = no result given; & = joins results of further samples; [ ] = another dose, or the depositor's remark. Unless noted, the call rests on the fitted dose curve; in most records, active means well fitted curve in the direction sought with a large enough effect; inconclusive means small, poorly fitted or top-dose-only effect, or another doubt; inactive means no such curve, though single readings can be large; an effect the other way counts as inactive or inconclusive. Unless noted, on the % scale 0 is the no-effect control and ±100 the full control effect.

PNC assembly inh,12-hLO inh,IMPase inh,15-hLO-2 inh,molecule
2,5%,-2,nt,O=C1C2CC=CCC2C(=O)N1CNc1ccccc1 (stereo not drawn)
8,-13%,1,10%,CCOc1ccc(OCC)c(NC(=O)CN(C)S(=O)(=O)c2cccc3nsnc23)c1
21,0%,2,1%,COC(=O)CC1=C(C)C(=O)CC2C(C)(C)CCCC12C (stereo not drawn)
-18,-8%,4,5%,O=C(O)CC1=C(O)C(=O)N(c2ccccc2)C1c1ccccc1 (stereo not drawn)
0,-2%,nt,nt,CC1CCCC(NC(=O)COC(=O)CSc2ccc3ccccc3c2)C1C (stereo not drawn)
3,-4%,-6,3%,CCOc1ccc2c(=O)c(Oc3ccccc3OCC)coc2c1
76,-11%,0,-8%,COc1ccccc1NC(=O)CCN1C(=O)C2CC=C(Cl)CC2C1=O (stereo not drawn)
-27,-26%,-6,nt,NS(=O)(=O)c1ccc(N/N=C/c2cn(-c3ccccc3)nc2-c2cccs2)cc1
25,2%,13,10%,O=S(=O)(Nc1ccc(F)cc1)N1CCCCCC1
?,1%,3,26%,COc1cc2cc(C)nc(Cc3cccc4ccccc34)c2cc1OC
19,-7%,?,-18%,COc1cccc(C2C(C(=O)c3cc4ccccc4o3)=C(O)C(=O)N2c2cc(C)on2)c1OC (stereo not drawn)
-5,-2%,nt,nt,CC(O)C(=O)N/N=C/c1cccc2ccccc12 (stereo not drawn)
-2,-9%,16,-17%,CC(=O)N1CCN(c2nc(-c3ccco3)c3c(c2C#N)CC(C)(C)SC3)CC1
17,-5%,1,nt,Cc1sc2ncnc(N[C@@H](Cc3c[nH]c4ccccc34)C(=O)O)c2c1C
?,-4%,nt,nt,Cc1ccc(Nc2nc(CSc3nnc(-c4ccccc4)n3C)cs2)cc1
74,-3%,nt,nt,COc1ccccc1C(=O)NC(CCSC)C(=O)OCC(=O)c1ccc[nH]1 (stereo not drawn)
7,0%,1,-7%,CSc1nnc(-c2cc3c(-c4ccccc4)nn(C)c3s2)n1C
9,-4%,-1,-8%,COc1cc(C=O)cc(OC)c1OS(=O)(=O)c1ccc(NC(C)=O)cc1
-20,-2%,4,5%,CC(C)CC(NS(=O)(=O)c1ccc2c(c1)oc(=O)n2C)C(=O)NCc1cccnc1 (stereo not drawn)
25,2%,-9[1.84 µM],6%[11.4 µM],Cc1ccc(-c2cc(-c3ccccc3)[nH]c(=S)c2C#N)cc1
56,-12%,nt,nt,S=c1[nH]nc(-c2cccc(Cl)c2)n1Cc1ccccc1
4,-5%,-5,5%,C=CCc1ccc(OCc2ccc(C(=O)OC)o2)c(OC)c1
13,-6%,-1,-1%,CCOC(=O)c1[nH]c2ccc(C)cc2c1N=CN(CC)CC
?,-2%,nt,nt,COc1ccc([N+](=O)[O-])cc1NC(=O)COC(=O)Cc1cc(OC)c(OC)c(OC)c1
?,-1%,10,-11%,Cn1c(=O)c2c(nc(NCCc3ccccc3)n2Cc2ccccc2)n(C)c1=O
?,-5%,6,17%,C=CCNC(=S)NNC(=O)c1cccn(Cc2cccc(Cl)c2)c1=O
?,-9%,-3,-19%,Cc1cc(NS(=O)(=O)c2ccccc2)c(C)c(Cl)c1O
17,-2%,-7,-7%,CC(NC(=O)Cc1cccs1)C(c1cccs1)N1CCN(c2ccccc2F)CC1 (stereo not drawn)
?,1%,2,1%,CCCCCOC(=O)c1ccc(N2C(=O)C3C4C=CC(C4)C3C2=O)cc1 (stereo not drawn)
60,-2%,3,3%,CCCC(=O)Nc1cc(C)c(NC(=O)c2ccccn2)cn1
18,-4%,11,-9%,O=C(CSc1nnc(COc2ccccc2)n1-c1ccccc1)c1cccs1
29,-1%,5,1%,O=C(N1CCOCC1)N1CCOCC1
44,1%,-3,-10%,COC(=O)C1=C(C)N(CC(C)C)C(=O)C1
-9,-5%,-2,-6%,c1ccc2c(c1)OCC(c1nnc3n1-c1ccccc1SC3)O2 (stereo not drawn)
?,-2%,-6,nt,CC(C)CSc1nnc2[nH]c(=O)cc(N)n12
28,-4%,-1,-7%,O=C(O)/C=C/c1cn(Cc2ccccc2)nc1-c1ccccc1
-7,-2%,7,-1%,Cc1cc(C)nc(N2CCCC(C(=O)NCCc3cccc(F)c3)C2)n1 (stereo not drawn)
?,-21%,-3&1,-23%,CC(=O)c1ccc(-n2c(CCC(=O)O)ccc2-c2cccs2)cc1
-23,-11%,8,7%,CCCn1c(=N)c(C(=O)NCc2ccc3c(c2)OCO3)cc2c(=O)n3cccc(C)c3nc21
-82*,-1%,-2,2%,OC(CNc1nc2ccccc2s1)c1ccccc1 (stereo not drawn)
-13,-3%,-2,-4%,CC(C)(C)NC(=O)CN(Cc1cccnc1)C(=O)c1csnn1
-86*,-11%,nt,nt,O=C(Nc1ccccc1C(=O)N/N=C/c1ccco1)c1ccc(F)cc1
?,-1%,2,-1%,COCC(=O)/C=C1\Sc2ccccc2N1C
-12,1%,nt,nt,Cn1cc(Cl)c(C(=O)Nc2cnn(Cc3ccc(F)cc3)c2)n1
?,2%,4,11%,CCn1c(NCc2cc(Br)ccc2NS(=O)(=O)c2ccc(C)cc2)nc2ccccc21
-23,-3%,-5,nt,O=[N+]([O-])c1cc(-c2nnc(Nc3ccc(O)cc3)c3ccccc23)ccc1N1CCOCC1
30,-3%,5,-6%,CCOC(=O)COc1ccccc1-c1ccno1
-89*,-2%,nt,nt,COc1ccc(C(=O)NNC(=O)c2ccccc2[N+](=O)[O-])cc1
?,27%,nt,nt,COc1ccc(-c2[nH]n(-c3ccc([N+](=O)[O-])cc3)c(=O)c2C=NCc2ccc(F)cc2)cc1
?,-1%,3,-2%,Cc1cc(Nc2nc3ccccc3nc2Cl)n(-c2ccccc2)n1
?,-3%,6,nt,Cc1ccc(-n2c(C)cc(C(=O)NS(=O)(=O)c3ccc(C)cc3)c2C)cc1
-22,-3%,nt,nt,CCC(C)n1c(SCC(=O)Nc2cc(C(C)(C)C)nn2-c2ccccc2)nc2ccccc2c1=O (stereo not drawn)
26,-3%,0,-4%,CC(=O)NC1(c2ccc(F)cc2)CCN(C(=O)Nc2ccc(F)cc2F)CC1
19,-7%,nt,nt,COc1cc(/C=C2\C(=O)N(C)C(=S)N2C)ccc1O
nt,-14%[25.6 µM],3[20.6 µM],59%[activator][25.6 µM],C[C@H](NCCC(c1ccccc1)c1ccccc1)c1ccccc1
?,-4%,nt,nt,O=C(/C=C/c1ccccn1)c1ccc(Br)cc1O
53,1%,4,nt,COc1ccc(CN(C(=O)c2nsc(Cl)c2Cl)C(C(=O)NC2CCCCC2)c2ccc(OC)cc2)cc1 (stereo not drawn)
68,0%,nt,nt,CCCNC(=O)COC(=O)c1cc2c(=O)n3ccccc3nc2s1
16,-8%,-10,-1%,CCc1cccc(CC)c1NC(=O)C1SC(=Nc2ccccc2C)C(c2nc3ccccc3s2)=C1N (stereo not drawn)
83,-9%,nt,nt,OC(CNC1CCCc2ccccc21)COc1c(Cl)cccc1Cl (stereo not drawn)

(more compounds)
PNC assembly inh,12-hLO inh,IMPase inh,15-hLO-2 inh,molecule
?,-1%,8,nt,CC/C(O)=C1\C(=O)CC(c2ccccc2)CC1=NCCC(=O)O (stereo not drawn)
43,3%,nt,nt,Cc1ccc(O)c(NC(=O)C2CC(c3ccc(F)cc3)=NO2)c1 (stereo not drawn)
nt,0%[11.4 µM],nt,-7%[11.4 µM],C=C[C@]1(C)C[C@H](OC(=O)CO)[C@]2(C)C3C(=O)CC[C@]3(CC[C@H]2C)[C@H](C)[C@H]1O (stereo partly drawn)
?,-2%,-7,19%[2.29 µM],Cc1ccc(SC(C)C(=O)Nc2ncn[nH]2)cc1 (stereo not drawn)
?,-14%,-3,-9%,O=C1CC(=O)N(CCc2ccccc2)C(=O)N1CCc1ccccc1
-21,1%,2,0%,CC(C)(C)n1nnnc1CN1CCC(NC(=O)NC2CCCCC2)CC1
60,-17%,10,-3%,CCc1nn(CCCC(=O)N2CCc3ccccc3C2)c(=O)c2cc3occc3n12
84,-2%,-23,6%,O=C(NCCCN1CCOCC1)C1COc2ccccc2O1 (stereo not drawn)
?,0%,-3,nt,O=C(Cc1ccc(Cl)cc1)Nc1ccc(-c2cc3ccccc3oc2=O)c(Cl)c1
-14,2%,3,10%,COCCCNC(=O)C1CCCCN1S(=O)(=O)c1ccc(F)cc1 (stereo not drawn)
?,-6%,1,-9%,CC1=CCC(C(=O)O)(C(=O)N/N=C/c2cccs2)C(c2ccc([N+](=O)[O-])cc2)C1 (stereo not drawn)

Source: PubChem (National Center for Advancing Translational Sciences (NCATS))

The order is random, and some 3.1% of all compounds hit somewhere here.
